Bioassay records from PubChem BioAssay.
JMJD2A Tudor inh = qHTS Assay for Inhibitors of JMJD2A-Tudor Domain. Lysine-specific demethylase 4A (Homo sapiens), O75164. Potency, µM (titrated, usually from 114 µM), for the others: at the top dose activity change, negative = inhibition, usual class: inhibitors. 390,000 compounds, 4.4% hits. AlphaScreen JMJD2A-Tudor / H3K4me3 peptide binding; further: on the % scale 0 is the no-effect control and ±100 the full control effect; nearly all actives have a fitted effect of over 50% in size
BAZ2B block = qHTS Assay for Inhibitors of BAZ2B; AlphaScreen BAZ2B-H3K14Ac peptide displacement; 360,000 compounds, 4.4% hits; Potency, µM (highest dose often 114 µM), inactives show at the highest dose activity change, negative = inhibition, usual class: inhibitors; further: on the % scale 0 is the no-effect control and ±100 the full control effect; nearly all actives have a fitted effect of over 60% in size
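AlphaScreen displacement: compounds (up to 110uM) incubated 30 min at room temperature with a preformed 50 nM BAZ2B/50 nM biotinylated H3K14Ac peptide complex in PBS pH 7.4 with Tween-20. Donor and acceptor beads at 10 ug/mL final added, 20 min light-protected before reading.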
Tb PGK inh = qHTS Assay to Find Inhibitors of Phosphoglycerate Kinase; AID 602233, 2012; PGK/GAPDH coupled, Kinase-Glo luminescence, 60 min; Phosphoglycerate kinase, glycosomal (Trypanosoma brucei brucei), P07378; 380,000 compounds, 0.043% hits; Potency, µM (titrated, usually from 57.5 µM), for the others: top-dose activity change, negative = inhibition, most hits filed as inhibitors; further: on the % scale 0 is the no-effect control and ±100 the full control effect; nearly all actives have a fitted effect of over 60% in size
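Recombinant glycosomal PGK reaction used 1,3-bisphosphoglycerate generated in-well by GAPDH (100nM final) in 100mM TEA pH 7.6, 5mM MgCl2, 0.01% Tween-20. After 60 minutes at room temperature, ATP was read by Kinase-Glo Plus luminescence end-point.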
BLM inh = qHTS Assay for Inhibitors of Bloom's syndrome helicase (BLM); 350,000 compounds, 0.2% hits; recombinant BLM DNA unwinding, fluorescence dequenching; Potency, µM (titrated, usually from 56.1 µM), without a hit: at the top dose activity change, negative = inhibition, actives largely listed as inhibitors; RecQ-like DNA helicase BLM (Homo sapiens), P54132;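 further: plate controls were vehicle for no effect and no enzyme for full effect; nearly all actives have a fitted effect of over 35% in size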
G9a inh = qHTS Assay for Inhibitors of Histone Lysine Methyltransferase G9a. Histone-lysine N-methyltransferase EHMT2 (Homo sapiens), Q96KQ7. G9a H3K9 monomethylation, AlphaScreen, 2 h. Potency, µM (doses to about 102 µM), for the others: at the highest dose activity, negative = inhibition, actives largely listed as inhibitors. 350,000 compounds, 8.8% hits; further: on the % scale 0 is the no-effect control and ±100 the full control effect; nearly all actives have a fitted effect of over 75% in size
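Chemiluminescent proximity detection of H3K9 monomethylation, read after 10 min bead incubation in the dark. Reaction: 20 nM G9a, 500 nM biotin-H3K9 peptide, 20 uM SAM cofactor, 2 h, room temperature, following 15 min enzyme-compound preincubation.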
GLS inhibitor = qHTS for Inhibitors of Glutaminase (GLS); Glutaminase kidney isoform, mitochondrial (Homo sapiens), O94925; GLS enzymatic activity, qHTS titration; Potency, µM (series often up to 45.5 µM), for inactives: at the top dose activity change, negative = inhibition, hits mostly inhibitors; 410,000 compounds, 0.21% hits; AID 624170, 2012; further: on the % scale 0 is the no-effect control and ±100 the full control effect
Target sequence (O94925 whole entry, looked up, canonical isoform): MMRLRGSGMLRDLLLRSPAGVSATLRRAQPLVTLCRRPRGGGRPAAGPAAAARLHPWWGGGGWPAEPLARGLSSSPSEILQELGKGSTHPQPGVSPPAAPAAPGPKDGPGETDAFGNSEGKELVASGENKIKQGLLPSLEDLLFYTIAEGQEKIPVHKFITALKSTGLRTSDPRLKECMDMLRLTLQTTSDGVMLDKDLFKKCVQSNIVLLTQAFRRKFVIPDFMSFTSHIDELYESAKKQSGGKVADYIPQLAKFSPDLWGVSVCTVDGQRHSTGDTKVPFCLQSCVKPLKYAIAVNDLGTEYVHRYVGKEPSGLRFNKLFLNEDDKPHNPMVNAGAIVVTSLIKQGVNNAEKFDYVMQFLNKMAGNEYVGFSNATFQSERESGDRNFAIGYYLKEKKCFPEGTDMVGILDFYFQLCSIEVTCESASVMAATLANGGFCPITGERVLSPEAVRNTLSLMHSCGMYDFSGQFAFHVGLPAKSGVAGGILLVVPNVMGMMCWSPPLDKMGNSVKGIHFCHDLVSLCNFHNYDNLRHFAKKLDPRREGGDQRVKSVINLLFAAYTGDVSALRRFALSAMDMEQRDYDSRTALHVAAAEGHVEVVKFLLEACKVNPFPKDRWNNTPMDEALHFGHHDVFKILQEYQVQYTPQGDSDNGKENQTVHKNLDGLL
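Assay buffer: 45 mM KH2PO4 pH 8.2, 0.02% Tween-20. hKGA acts on L-glutamine (1 mM solution added); product glutamate is reported by an oxidase/peroxidase Amplex Red coupling, with fluorescence taken at baseline and 30 min.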
POLI inh = qHTS for Inhibitors of Polymerase Iota | DNA polymerase iota (Homo sapiens), Q9UNA4 | Pol iota fluorescent replication assay, 10 min | Potency, µM (doses to about 115 µM), for the others: at the top dose activity, negative = inhibition, usual class: inhibitors | 390,000 compounds, 1% hits | AID 588590, 2011
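Pol iota at 10 nM preincubated 15 min with compounds at room temperature; reaction started with fluorescent substrate, 50 nM final. Fluorescence read kinetically at 0 and 10 min; buffer-only wells as negative control.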
Pin1 inhibitor = qHTS Assay to Find Inhibitors of Pin1 | Peptidyl-prolyl cis-trans isomerase NIMA-interacting 1 (Homo sapiens), Q13526 | Pin1 FP peptide displacement, HiFluor488, 10 min | Potency, µM (highest dose often 115 µM), for the others: top-dose activity, negative = inhibition, usual class: inhibitors | 390,000 compounds, 0.009% hits | AID 504891, 2011; active means well fitted inhibition curve with a large enough effect in the polarisation, with a control signal flat, not every such curve was filed as active; inconclusive means small, poorly fitted or top-dose-only effect, or effect the other way, or a change in a side signal; inactive means no such curve, though single readings can be large or run the other way; the % refers to the polarisation; further: on the % scale 0 is the no-effect control and ±100 the full control effect
Target sequence (Q13526 whole entry, looked up): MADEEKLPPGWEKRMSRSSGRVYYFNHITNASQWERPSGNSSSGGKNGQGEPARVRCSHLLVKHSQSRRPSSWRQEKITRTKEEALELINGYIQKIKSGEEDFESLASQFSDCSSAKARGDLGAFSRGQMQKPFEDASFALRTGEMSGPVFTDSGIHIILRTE
HP1b binding inh = HTS for Inhibitors of HP1-beta Chromodomain Interactions with Methylated Histone Tails | Chromobox protein homolog 1 (Homo sapiens), P83916 | AlphaScreen HP1-beta / biotin-H3K9me3 peptide binding | Potency, µM (doses to about 114 µM), for inactives: at the top dose activity change, negative = inhibition, most hits filed as inhibitors | 390,000 compounds, 0.56% hits | AID 540317, 2011; further: nearly all actives have a fitted effect of over 70% in size; inactives centre near 23
Target sequence (P83916 whole entry, looked up): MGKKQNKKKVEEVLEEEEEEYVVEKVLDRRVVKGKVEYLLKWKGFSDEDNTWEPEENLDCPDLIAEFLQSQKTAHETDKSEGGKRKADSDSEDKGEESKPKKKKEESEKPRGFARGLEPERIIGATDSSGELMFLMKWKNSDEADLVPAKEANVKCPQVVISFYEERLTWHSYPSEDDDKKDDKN
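Compound inhibition of the preformed complex between 50 nM HP1-beta and 50 nM biotinylated H3K9me3 peptide was read by AlphaScreen. Buffer was PBS pH 7.4 with 0.01% Tween-20. Incubations ran 30 min at room temperature, with 10 ug/mL donor/acceptor beads.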
The depositor's hits bear a star; i = inactive; ? = inconclusive; / = no result given; [ ] = dose if it differs, or a comment. Unless noted, the call rests on the fitted dose curve; in most records, active means well fitted curve in the direction sought with a large enough effect; inconclusive means small, poorly fitted or top-dose-only effect, or another doubt; inactive means no such curve, though single readings can be large; an effect the other way counts as inactive or inconclusive. Potency means the concentration at half of the fitted maximal effect.

SMILES | JMJD2A Tudor inh | BAZ2B block | Tb PGK inh | BLM inh | G9a inh | GLS inhibitor | POLI inh | Pin1 inhibitor | HP1b binding inh
C/C(CC(=O)Nc1ccc2c(c1)OCCO2)=N\NC(=O)c1ccccc1F | 4% | -27% | -6% | 2% | -5% | -11% | 106%[activator] | -7% | 38%[activator]
CC1CCCC(C)N1CCNC(=O)Nc1ccc(Cl)cc1 (stereo unspecified) | -17% | 9% | -3% | -1% | -4% | 1% | 22% | 1% | 6%
CC(C)(C)c1ccc(C(=O)NCC(=O)N/N=C/c2ccccc2OCC(=O)O)cc1 | 5% | -25% | -1% | 0% | ? | 0% | -14% | 2% | 22%
Cc1ccc(NC(=O)Cn2c(=O)n(CCC(=O)NCCc3ccccc3)c(=O)c3ccccc32)cc1 | -9% | -3% | i | -6% | 3%[59 µM] | 7% | ? | 2% | 8%
Cc1ccc(CNC(=O)c2cc3c(=O)n(C)c4ccccc4c3n2C)cc1 | -19% | -4% | -6% | -3% | 6% | -4% | 8% | 9% | 9%
O=C(NNC(=O)c1cccs1)c1cccc(F)c1 | -15% | 7% | 0% | 2% | 13% | 1% | ? | 2% | 5%
O=S(=O)(NCC1CCCO1)c1cc(Br)c(Br)s1 (stereo unspecified) | 7% | 5% | i | -12% | -35%[59 µM] | -4% | -2% | 3% | 30%
COCCN(C(=O)c1ccccc1F)c1nc(-c2ccc(OC)cc2)cs1 | -12% | 20% | -2% | -13% | / | -5% | 102%[activator] | 0% | 24%
Cc1ccc(S(=O)(=O)N2CCN(c3ccc4nnc(-c5ccccc5)n4n3)CC2)cc1 | -27% | 5% | i | -4% | 3% | -12% | -21% | -11% | 24%
CCC1(C)Cc2ccccc2C(Nc2c(C)n(C)n(-c3ccccc3)c2=O)=N1 (stereo unspecified) | -14% | 1% | -3% | 0% | 3% | 28% | 9% | -9% | 26%
O=C(CSc1nc2[nH]ncc2c(=O)[nH]1)c1ccccc1 | -4% | -21% | 1% | 0% | 3% | 0% | 57%[activator] | 1% | 9%
O=C(O)C1C2C=CC(C2)C1C(=O)Nc1ccc(C(=O)N2CCCCC2)c(Cl)c1 (stereo unspecified) | 2% | -1% | 1% | 1% | -12%[59 µM] | -1% | 13% | -8% | 47%[activator]
CC1(C)Cc2cccc(OCC(O)CNCc3ccccn3)c2O1 (stereo unspecified) | 89µM* | ? | 3% | -1% | ? | 9% | 11% | 4% | 35%
COc1cc(=O)[nH]c(SC(C)C(=O)Nc2cccc3ccccc23)n1 (stereo unspecified) | -12% | -18% | 2% | -7% | 12% | 7% | 50%[activator] | 12% | -6%
COC(=O)c1sccc1N/N=C/c1cccc(OC)c1O | -15% | 5% | 1% | 4% | ? | 7% | 21% | -4% | 25%
COc1ccccc1N1CCN(C(=O)CSc2n[nH]c(-c3ccccc3)n2)CC1 | -17% | 0% | -8% | 0% | 9%[59 µM] | 13% | 16% | -3% | 19%[57 µM]
O=C(COc1ccccc1)N(Cc1cccs1)C1CCS(=O)(=O)C1 (stereo unspecified) | -11% | -4% | -9% | -1% | 6%[59 µM] | 3% | -3% | 4% | 27%
Cc1ccnc(SCc2cc(=O)c(OC(=O)c3ccc(S(=O)(=O)N4CCCC4)cc3)co2)n1 | -19% | -6% | -6% | -2% | 0%[59 µM] | 2% | -9% | 0% | 50%[activator]
Cc1[nH]c2ccccc2c1CCN(Cc1cccs1)C(=S)Nc1ccccc1 | -32% | / | -6% | -10% | ? | 3% | -9% | 14% | 14%
CCOc1ccccc1NC(=O)CCn1c(=O)oc2ccccc21 | -11% | 5% | -8% | 0% | -12%[0.0925 µM] | -11% | 13% | 3% | 16%
CCN(CC)S(=O)(=O)c1ccc(N2CCOCC2)c(NS(=O)(=O)c2ccc(C)c(C)c2)c1 | -12%[57.1 µM] | -6% | -8% | 2% | -4%[59 µM] | 15% | 4% | 14% | 59%[activator]
COc1ccc(CCNC(=O)CCCn2c(=O)c3ccccc3n(Cc3ccccc3)c2=O)cc1OC | -16% | -37% | 3% | -6% | -37%[59 µM] | 5% | -24% | 59%[activator] | 11%
CC12C(=O)N(c3cccc4cccnc34)C(=O)C1C1C=CC2C1 (stereo unspecified) | -5% | 0% | -8% | 2% | 5% | 2% | 28% | 0% | 42%[activator]
O=C(NCc1ccc2c(c1)OCO2)Nc1ccc([N+](=O)[O-])cc1 | -14% | -17% | -4% | -4% | 29% | 0% | 18% | -1% | 22%
CCC(=O)OCC(=O)Nc1ccc([N+](=O)[O-])cc1OC | -13% | -15% | -1% | -3% | 1% | -3% | 71%[activator] | -3% | -15%

A portion of the results above, for reference:
SMILES | JMJD2A Tudor inh | BAZ2B block | Tb PGK inh | BLM inh | G9a inh | GLS inhibitor | POLI inh | Pin1 inhibitor | HP1b binding inh
C/C(CC(=O)Nc1ccc2c(c1)OCCO2)=N\NC(=O)c1ccccc1F | 4% | -27% | -6% | 2% | -5% | -11% | 106%[activator] | -7% | 38%[activator]
CC1CCCC(C)N1CCNC(=O)Nc1ccc(Cl)cc1 (stereo unspecified) | -17% | 9% | -3% | -1% | -4% | 1% | 22% | 1% | 6%
CC(C)(C)c1ccc(C(=O)NCC(=O)N/N=C/c2ccccc2OCC(=O)O)cc1 | 5% | -25% | -1% | 0% | ? | 0% | -14% | 2% | 22%
Cc1ccc(NC(=O)Cn2c(=O)n(CCC(=O)NCCc3ccccc3)c(=O)c3ccccc32)cc1 | -9% | -3% | i | -6% | 3%[59 µM] | 7% | ? | 2% | 8%
Cc1ccc(CNC(=O)c2cc3c(=O)n(C)c4ccccc4c3n2C)cc1 | -19% | -4% | -6% | -3% | 6% | -4% | 8% | 9% | 9%
O=C(NNC(=O)c1cccs1)c1cccc(F)c1 | -15% | 7% | 0% | 2% | 13% | 1% | ? | 2% | 5%
O=S(=O)(NCC1CCCO1)c1cc(Br)c(Br)s1 (stereo unspecified) | 7% | 5% | i | -12% | -35%[59 µM] | -4% | -2% | 3% | 30%

Next section:
SMILES | JMJD2A Tudor inh | BAZ2B block | Tb PGK inh | BLM inh | G9a inh | GLS inhibitor | POLI inh | Pin1 inhibitor | HP1b binding inh
Cc1ccc(OCCNC(=O)Cn2cnc3c(=O)n(C)c(=O)n(C)c32)cc1C | 0% | -2% | i | -11% | 0%[59 µM] | -1% | 4% | 1% | 25%
COc1ccc(N(CN2C(=O)c3ccccc3C2=O)C(=O)C(C)C)cc1 | 2% | 2% | 6% | 0% | -6%[59 µM] | -4% | 23% | -6% | 39%[activator]
CCc1ccc(OC(C)C(=O)N(Cc2ccccc2)C2CCS(=O)(=O)C2)cc1 (stereo unspecified) | -16% | -11% | i | -9% | 14% | -2% | 10% | -2% | 28%
O=C(c1ccccc1Br)N1N=C(c2ccccc2)CC1c1ccccc1F (stereo unspecified) | -5% | ? | -7% | -12% | -9% | 2% | 29% | 2% | 35%
CCc1nnc(NC(=O)c2ccc3ccccc3n2)s1 | -8% | 2% | -10% | 7% | 50µM* | -6% | ? | 11% | -11%
O=C(CN1CCN(C(=O)c2cncn2-c2ccccc2)CC1)Nc1ccccc1Cl | -11% | 11% | i | / | -10%[59 µM] | 1% | -3% | -1% | 22%
N=c1c(S(=O)(=O)c2ccc(Cl)cc2)cc2c(=O)n3ccccc3nc2n1CC1CCCO1 (stereo unspecified) | -1% | 7% | -9% | 1% | 19% | 15% | ? | -2% | 26%
CN(C)CCCN(C(=O)c1nc2ccccc2s1)c1nc2ccc(F)cc2s1 | -1% | / | 2% | / | / | -27% | 58%[activator] | 10% | 47%[activator]
CN1C(=O)/C(=C\c2cc(Br)cs2)c2ccccc21 | ? | ? | -8% | -3% | 10µM* | 1% | 2% | 9% | 15%
CCCNC(=O)NC(=O)CSc1nnc(C)n1N | 2% | 6% | i | -6% | 0%[59 µM] | 6% | 12% | 0% | 41%[activator]
CCn1c(C)nc2cc(C(=O)NNC(=S)NC(=O)c3ccccc3)ccc21 | -22% | -1% | 3% | -5% | 18µM* | 1% | 11% | 5% | 31%
Cc1nn(C)c(=O)c(N)c1-c1cc(-c2ccc(Cl)c(Cl)c2)n[nH]1 | -6% | -5% | 3% | 2% | 1% | 12% | 22% | 3% | 1%
O=C(O)c1ccc(N2C(=O)C3C4c5ccccc5C(Br)(c5ccccc54)C3C2=O)cc1 (stereo unspecified) | -13% | -17% | -10% | 2% | -5% | 26% | 32%[activator] | -2% | 12%
Cc1ccc(N2C(=O)CCSC23C(=O)N(Cc2ccccc2)c2ccccc23)cc1 (stereo unspecified) | -31% | -12%[57.1 µM] | i | -2% | -34%[59 µM] | -2% | 13% | -4% | -1%

The list is partial, so the mix of outcomes need not match the whole.
